# Compound activity deposited in PubChem by Southern Research Specialized Biocontainment Screening Center.
# H1N1 NS1A inhibition: H1N1 influenza NS1A inhibitors, functional cell based assay (AID 504329). 0.3% of 340,000 active. inhibition, % at 12.5 µM; hits with a dose series show IC50 in µM. NS1A functional cell-based assay, percent inhibition; higher % means a stronger effect; in the data active = a potency from the dose series; inconclusive = inhibition above about 27% without an active follow-up result; also: strong numbers were not always called active
# M. tuberculosis HTS: M. tuberculosis growth inhibition, HTS (AID 449762); M. tuberculosis H37Rv growth inhibition, 7H9 media; higher % means a stronger effect; inhibition, % at 25 µM, or IC50 in µM where a hit was titrated; 0.59% of 330,000 active; in the data active = a potency from the dose series; inconclusive = inhibition above about 70% without an active follow-up result;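 also: bacterial growth assessed after seven days of incubation; strong numbers were not always called active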
# tuberculosis growth: growth inhibition of non-replicating M. tuberculosis (AID 488890) | 0.39% of 320,000 active | Mycobacterium tuberculosis non-replicating, growth inhibition; higher % means a stronger effect | one-dose inhibition, % at 25 µM; IC50 in µM for titrated hits; in the data active = a potency from the dose series; inconclusive = inhibition mostly from about 82% at the one dose, without a potency; inactive = the rest, 99 in 100 with inhibition below about 76%;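 also: plate controls were DMSO cells for no effect and high antibiotic wells for full effect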
# VEEV TC-83 Vero: inhibitors of VEEV TC-83 cytopathic effect, confirmation, Vero cells (AID 588727); Vero cells, VEEV TC-83 cytopathic effect inhibition; higher % means a stronger effect; one-dose inhibition, % at 20 µM; IC50 in µM for titrated hits; 0.13% of 350,000 active; in the data active = a potency from the dose series; inconclusive = inhibition mostly from about 14% at the one dose, without a potency; inactive = the rest, 99 in 100 with inhibition below about 12%; also: strong numbers were not always called active
# PhoP GFP inhibition: PhoP regulon inhibitors, Salmonella typhi PhoP promoter GFP reporter, confirmatory (AID 1850); Salmonella Typhi PhoP-promoter GFP reporter, fluorescence, 4 h; higher % means a stronger effect; inhibition, % at 50 µM, or IC50 in µM where a hit was titrated; 0.33% of 310,000 active; in the data active = a potency from the dose series; inconclusive = inhibition mostly from about 25% at the one dose, without a potency; inactive = the rest, 99 in 100 with inhibition below about 19%;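 also: 0% = induced wells with vehicle and 100% = uninduced wells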
# VEEV TC-83 Vero 10K pilot screen: second read-out of VEEV TC-83 Vero, no call of its own (marks repeat the call); inhibition, %; measured here: 10K pilot screen inhibition
# * marks the source's active call; other numbers are inactive results; i = inactive; ? = inconclusive; . = not tested or not shown.
SMILES,H1N1 NS1A inhibition,M. tuberculosis HTS,tuberculosis growth,VEEV TC-83 Vero,PhoP GFP inhibition,others
COc1ccc(N2CCN(C(=O)CCC(=O)c3cc(C)sc3C)CC2)cc1,4%,6%,30%,3.5%,4%,
CCCOc1ccc(C(=O)N2CCN(c3ccc(NC(=O)CC)cc3Cl)CC2)cc1,-1%,4%,24%,i,-1%,
O=C(O)CCSCc1ccccc1F,-5%,-2%,3%,0.1%,24%,
CCOc1ccc(NC(=O)CSc2cn[nH]n2)cc1,-5%,57µM*,28%,0.7%,8%,
Cc1[nH]c(=O)c(C#N)c(C)c1Cc1ccc(Cl)cc1Cl,-16%,2%,-12%,2.5%,-4%,
CCO[C@H]1OC(C(=O)N2CCN(Cc3ccccc3)CC2)=C[C@@H](C)[C@@H]1CCCO,-19%,6%,7%,0.2%,-9%,
COc1ccc(NC(=S)NCc2ccco2)cc1,48%,-5%,65%,0.3%,2%,
O=C1CCC/C(=N\NC(=O)c2ccc(COc3cccc4cccnc34)cc2)C1,3%,-8%,-12%,i,-2%,
COc1ccc(C(=O)CSc2nnc(CN3CCCCC3)n2-c2ccc(F)cc2)cc1,1%,-3%,32%,0.4%,-3%,
CNS(=O)(=O)c1cccc(C(=O)NCC2(N3CCOCC3)CCCCC2)c1,1%,2%,-5%,0.1%,-2%,
Cc1c(C(=O)N(Cc2nnc(-c3ccccc3Cl)o2)C2CC2)oc2ccccc12,-6%,-5%,49%,0.5%,.,
CC(=O)N1CCC(=O)N(C(C)C)c2ccccc21,2%,-6%,-3%,0.0%,-1%,
CCC(C(=O)NC1CCCC1)N(C(=O)c1snc(C(N)=O)c1N)c1ccc(OC)c(OC)c1 (stereo not drawn),9%,-1%,10%,7.7%,-5%,
CCOC(=O)C(CC)Sc1ncnc2nc[nH]c12 (stereo not drawn),-2%,-1%,5%,5.0%,-11%,
Cc1ccc(S(=O)(=O)Cn2nnnc2C(c2ccccn2)N2CCN(c3ccccc3)CC2)cc1 (stereo not drawn),9%,21%,66%,0.1%,-3%,
O=C(c1ccc2c(=O)n3c(nc2c1)CCC3)N1CCCSC1=Nc1ccccc1,-7%,1%,7%,13%,3%,
O=C(c1ccccc1)N1CCCCCC1,-7%,0%,77%,i,2%,
Cn1nccc1C(=O)N1CCCC(N2CCN(Cc3ccc4c(c3)OCO4)CC2)C1 (stereo not drawn),-4%,-6%,-3%,0.6%,-1%,
Cc1ccccc1-c1nc(CS(=O)(=O)CC(=O)N(C)C2CCCCC2)c(C)o1,6%,-1%,19%,1.1%,12%,
CCN1CCN(CC(O)COCc2cc(OC)c(OC)c(OC)c2)CC1 (stereo not drawn),7%,-3%,15%,1.7%,-9%,
O=C(Nc1cnc2ccccn2c1=O)c1ccc(F)cc1,12%,-4%,-13%,2.0%,-5%,
COc1ccc(C2NC(=O)NC(C)=C2C(C)=O)cc1 (stereo not drawn),-21%,-6%,8%,1.8%,-2%,
CC(C)c1cc(C(=O)NCc2ccco2)no1,0%,3%,.,0.3%,-14%,
CC(=O)c1ccc(N2CCN(S(=O)(=O)c3c(C)[nH]c(=O)[nH]c3=O)CC2)cc1,7%,-6%,-14%,i,5%,
Cc1ccc(C)c(S(=O)(=O)N2CCN(C(=O)[C@@H](NC(=O)c3ccc(F)cc3)C(C)C)CC2)c1,-13%,-4%,35%,i,.,

# 15 entries already listed, arranged by number of heavy atoms, low to high.
SMILES,H1N1 NS1A inhibition,M. tuberculosis HTS,tuberculosis growth,VEEV TC-83 Vero,PhoP GFP inhibition,others
O=C(O)CCSCc1ccccc1F,-5%,-2%,3%,0.1%,24%,
O=C(c1ccccc1)N1CCCCCC1,-7%,0%,77%,i,2%,
CC(C)c1cc(C(=O)NCc2ccco2)no1,0%,3%,.,0.3%,-14%,
CC(=O)N1CCC(=O)N(C(C)C)c2ccccc21,2%,-6%,-3%,0.0%,-1%,
COc1ccc(C2NC(=O)NC(C)=C2C(C)=O)cc1 (stereo not drawn),-21%,-6%,8%,1.8%,-2%,
Cc1[nH]c(=O)c(C#N)c(C)c1Cc1ccc(Cl)cc1Cl,-16%,2%,-12%,2.5%,-4%,
O=C(Nc1cnc2ccccn2c1=O)c1ccc(F)cc1,12%,-4%,-13%,2.0%,-5%,
CCN1CCN(CC(O)COCc2cc(OC)c(OC)c(OC)c2)CC1 (stereo not drawn),7%,-3%,15%,1.7%,-9%,
CC(=O)c1ccc(N2CCN(S(=O)(=O)c3c(C)[nH]c(=O)[nH]c3=O)CC2)cc1,7%,-6%,-14%,i,5%,
Cc1ccccc1-c1nc(CS(=O)(=O)CC(=O)N(C)C2CCCCC2)c(C)o1,6%,-1%,19%,1.1%,12%,
Cc1c(C(=O)N(Cc2nnc(-c3ccccc3Cl)o2)C2CC2)oc2ccccc12,-6%,-5%,49%,0.5%,.,
CCCOc1ccc(C(=O)N2CCN(c3ccc(NC(=O)CC)cc3Cl)CC2)cc1,-1%,4%,24%,i,-1%,
COc1ccc(C(=O)CSc2nnc(CN3CCCCC3)n2-c2ccc(F)cc2)cc1,1%,-3%,32%,0.4%,-3%,
CCC(C(=O)NC1CCCC1)N(C(=O)c1snc(C(N)=O)c1N)c1ccc(OC)c(OC)c1 (stereo not drawn),9%,-1%,10%,7.7%,-5%,
Cc1ccc(S(=O)(=O)Cn2nnnc2C(c2ccccn2)N2CCN(c3ccccc3)CC2)cc1 (stereo not drawn),9%,21%,66%,0.1%,-3%,

# More records follow:
SMILES,H1N1 NS1A inhibition,M. tuberculosis HTS,tuberculosis growth,VEEV TC-83 Vero,PhoP GFP inhibition,others
CCCCNC(=O)COC(=O)C1CCN(S(=O)(=O)c2ccc3c(c2)OCCO3)CC1,-7%,-7%,-19%,1.4%,.,
CN(C)c1ccc(C(=O)NNC(=O)C23CC4CC(CC(C4)C2)C3)cc1,-19%,-2%,-6%,0.8%,.,
Cc1ccccc1C(=O)NCCNC(=O)c1cnccn1,-1%,0%,-8%,i,17%,
COc1ccccc1NC(=O)Cn1nc(-c2ccncc2)nc1SCC(=O)NC1CCCC1,-6%,-3%,9%,8.6%,26%,
O=C(c1ccco1)N1CCN(CC2CC3C=CC2C3)CC1 (stereo not drawn),-5%,-2%,-7%,1.5%,12%,
O=C(O)CCSc1nnc(COc2ccc([N+](=O)[O-])cc2)n1-c1ccccc1,15%,4%,-2%,0.0%,0%,
CCCCNC(=O)C1CC(c2ccc(C(F)(F)F)cc2)=NO1 (stereo not drawn),-1%,5%,76%,0.7%,-12%,
Cc1c(Br)c(=O)oc2cc(OCC(=O)N3C[C@H]4C[C@@H](C3)c3cccc(=O)n3C4)ccc12,7%,-7%,26%,0.5%,8%,
N#Cc1ccc(C(=O)Nc2cccc(NC(=O)c3ccco3)c2)c(F)c1,6%,-2%,-7%,6.1%,-7%,
O=C(O)COc1ccccc1C1C2C(=O)N(c3ccc(F)cc3)C(=O)C2ON1c1ccccc1 (stereo not drawn),3%,-1%,5%,1.4%,21%,
CNC(=S)N(Cc1ccc(OC)cc1)C1CC(=O)N(c2ccc(Cl)cc2)C1=O (stereo not drawn),7%,-6%,31%,3.5%,0%,
Oc1ccccc1Oc1ncc(Br)c(N2CCOCC2)n1,-12%,-2%,5%,8.6%,-11%,
COc1cc(S(=O)(=O)NC2CCCCC2)c(C)cc1C,6%,7%,22%,0.9%,21%,
CCc1nnc(NC(=O)CSc2nnc(-c3ccccc3OC)n2-c2ccccc2)s1,2%,-13%,47%,5.4%,-13%,VEEV TC-83 Vero 10K pilot screen=5.5
CC(C)OC(=O)CC(=O)CSc1nc2c(cc1C#N)CCCC2,5%,-2%,0%,0.3%,4%,
CCN(CC)S(=O)(=O)c1cccc(C(=O)NCc2ccccc2)c1,-6%,1%,5%,0.2%,6%,
COc1ccc(NC(=O)Cn2cc(C(C)=O)c3ccccc32)cc1,-13%,15%,8%,i,7%,
CC(=O)N1CCc2cc(S(=O)(=O)C(C)CC(=O)NCc3ccc(C)o3)ccc21 (stereo not drawn),3%,2%,1%,0.6%,-3%,
O=C(Cc1ccsc1)NCc1ccccc1F,-21%,7%,-4%,0.2%,-11%,
O=C(O)C(NS(=O)(=O)c1ccc(F)cc1)c1ccccc1 (stereo not drawn),7%,6%,-10%,0.3%,-10%,
CC(=O)Nc1cc(C(=O)N2CCOCC2)ccc1S(=O)(=O)c1ccc(C)cc1,-25%,-1%,-8%,0.5%,0%,
COC(=O)C1=C(C)N(C)C(C)=C(C(=O)OC)C1c1ccc(F)c(Br)c1,-2%,1%,4%,3.9%,14%,
CCOC(=O)N1CCN(C(=O)CN(c2cccc(OC)c2)S(C)(=O)=O)CC1,-11%,-14%,-2%,i,4%,
COc1ccc(S(=O)(=O)N2CCCCCC2)cc1C(=O)N(C)Cc1cccs1,-4%,-7%,3%,3.2%,9%,
Cc1occc1C(=O)N/N=C/c1ccccn1,2%,27%,79%,i,-1%,
# Later entries
SMILES,H1N1 NS1A inhibition,M. tuberculosis HTS,tuberculosis growth,VEEV TC-83 Vero,PhoP GFP inhibition,others
Cc1cccc(C)c1NC(=O)CSc1nc(C2CC2)nc2ccccc12,0%,4%,-6%,1.9%,-2%,
CCCN(CCC)C(=O)c1ccccc1C(=O)N(CCC)CCC,7%,-4%,17%,i,-1%,
COc1ccc2[nH]c(=O)c(-c3nnn(-c4ccc(Cl)c(Cl)c4)n3)cc2c1,.,-2%,-11%,.,-8%,
N#Cc1c(NC(=O)c2ccc([N+](=O)[O-])o2)sc2c1CCC2,16%,?,?,2.3%,1%,
O=C(Nc1ccc(F)cc1)c1oc2ccccc2c1NC(=O)C1CCCC1,5%,1%,-13%,0.7%,2%,
O=C(NNC(=O)c1ccccc1-n1cccc1)c1ccccc1,-1%,3%,-6%,1.7%,14%,
COc1ccc(NC2=C(Cl)C(=O)N(CCc3ccccc3)C2=O)cc1,10%,3%,68%,i,-6%,
CCCC(=O)Nc1ccc2oc(-c3ccc(OC)c(Br)c3)nc2c1,-6%,7%,13%,1.9%,-15%,
Cc1ccc2nc3c(cc(C(=O)NCCN4CCOCC4)c(=N)n3CCCN3CCOCC3)c(=O)n2c1,-5%,-5%,1%,0.2%,12%,
COc1ccc(Cl)cc1NC(=O)c1[nH]c(C)c(C(C)=O)c1C,-6%,0%,-4%,0.3%,-6%,
CCSc1ncc(/C=N/Nc2ccc(F)cc2)n1C,14%,-4%,.,0.9%,-2%,
N#CCOC(=O)C1CCN(S(=O)(=O)c2ccc3c(c2)OCCO3)CC1,-8%,17%,-5%,5.0%,-3%,
CN(C)S(=O)(=O)c1cccc(C(=O)OCC(=O)N2c3ccccc3NC(=O)C2(C)C)c1,17%,3%,-1%,0.0%,4%,VEEV TC-83 Vero 10K pilot screen=4.9
Cc1nc2oc3ccc(F)cc3c(=O)c2cc1C(=O)O,3%,-1%,-9%,i,-7%,
O=C(O)CC1CCC(=C(Cl)Cl)C1 (stereo not drawn),-5%,-6%,7%,0.1%,-6%,
CC(=O)c1ccc(S(=O)(=O)NCCC(=O)NCCc2c[nH]c3ccccc23)cc1,-6%,-3%,35%,7.2%,.,
COc1ccc(CN(C)C(=O)c2cccc(S(=O)(=O)N3CCc4ccccc43)c2)c(OC)c1,1%,-4%,37%,7.1%,.,
CC1(C)CC(=O)N(CC(=O)NCc2ccccc2)c2ccccc2S1(=O)=O,2%,-10%,0%,0.4%,-9%,
COC(=O)C(Cc1ccccc1)NS(=O)(=O)c1ccccc1Br (stereo not drawn),-15%,0%,-8%,0.1%,12%,
Cc1ccccc1N1CC(C(=O)N2CCCCCC2)CC1=O (stereo not drawn),0%,0%,-11%,1.1%,9%,
O=C(COc1ccc2c(-c3ccccc3)cc(=O)oc2c1)NCC1CCC(C(=O)O)CC1 (stereo not drawn),-1%,-4%,0%,0.1%,10%,
CC(=O)N/C(=C\c1ccccc1)C(=O)OCC(=O)N1CCCCCC1,1%,4%,-7%,i,-4%,

# Hits appear at their usual frequency; overall some 1.5% were active at least once.
